Screening results: PubChem, National Center for Advancing Translational Sciences (NCATS)
Lamin A splicing – LMNA splicing modulation; Potency, µM (top dose mostly 46.1 µM), inactives show at the highest dose ratio change, negative = inhibition, hits mostly inhibitors; AID 1487; HeLa LMNA splicing GFP/RFP minigene ratio, 48 h; actives 0.01% (n = 200,000); active = well fitted inhibition curve with a large enough effect in the signal ratio, with a control signal flat, not every such curve was filed as active; inconclusive = small, poorly fitted or top-dose-only effect, or effect the other way, or a change in a side signal; the % refers to the signal ratio; note: % is set by controls: 0 for no effect and ±100 for the full control effect
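Read-out is the ratio of GFP to DsRed2 object intensity, acquired by 488 nm laser-scanning cytometry on HeLa lamin A-EGFP minigene reporter cells. Compound incubation 48 hrs at 37 °C in Opti-MEM with 2% FBS; DMSO 0.5% final.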
SMN2 splice up – SMN2 splice variant enhancement. Potency, µM (top dose mostly 46.1 µM), for inactives: top-dose activity change, positive = activation, actives largely listed as activators. AID 1458. HEK293 SMN2-luciferase splicing reporter, luminescence, 30-36 h. actives 2.8% (n = 210,000); note: % of control where 0% means no effect; nearly all actives have a fitted effect of over 55% in size
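HEK293 cells carry an SMN2 […]–luciferase reporter in which exon 7 inclusion puts luciferase in frame. Cells were plated 10-12 h before compound addition, then incubated 30-36 h at 37C. ONE-Glo luminescence was read; sodium butyrate at 4.5 mM final served as control.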
Tau ThT inhib – inhibitors of human tau fibril formation, thioflavin T binding; recombinant tau K18 P301L (four-repeat tau fragment), heparin-induced fibrillization, ThT fluorescence; Potency, µM (series often up to 57.4 µM), for the others: at the highest dose activity, negative = inhibition, hits mostly inhibitors; actives 2.1% (n = 270,000); note: % is set by controls: 0 for no effect and ±100 for the full control effect; nearly all actives have a fitted effect of over 55% in size
Target sequence (P10636 561-689 P618L limits assumed): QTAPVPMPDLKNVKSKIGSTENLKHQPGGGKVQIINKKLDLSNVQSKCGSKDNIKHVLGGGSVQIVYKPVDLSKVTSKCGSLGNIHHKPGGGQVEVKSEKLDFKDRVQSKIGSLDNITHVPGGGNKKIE
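Heparin-induced fibrillization of the P301L-mutant K18 repeat-domain fragment of human tau was followed by ThT binding in quantitative high-throughput format.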
RECQ1 helicase – inhibitors of human RECQ1 DNA helicase; Potency, µM (top dose mostly 57.3 µM), without a hit: top-dose activity, negative = inhibition, hits mostly inhibitors; RECQ1 DNA unwinding, red fluorescence kinetic read; actives 0.54% (n = 240,000);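 note: plate controls were vehicle for no effect and no enzyme for full effect; nearly all actives have a fitted effect of over 30% in size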
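RECQ1T1 50 nM; forked duplex (20 bp + 30-nt ss tails) 200 nM, ATP 2 mM final; pH 8.0, 2 mM MgCl2, 2.5 ug/ml poly(dI-dC); 15 min compound preincubation; discontinuous kinetic read over 2 h at RT.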
KDM4E inh – JMJD2E (human) inhibition; JMJD2E catalytic domain, FDH-coupled NADH fluorescence (FDH is formaldehyde dehydrogenase); Potency, µM (top dose mostly 57.1 µM), inactives show at the highest dose activity change, negative = inhibition, hits mostly inhibitors; actives 1.6% (n = 230,000); AID 2147; active = well fitted inhibition curve with a large enough effect, not every such curve was filed as active; inconclusive = small, poorly fitted or top-dose-only effect, or another doubt; inactive = no such curve, though single readings can be large or run the other way;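 note: 0% = wells with enzyme and -100% = buffer wells without enzyme; nearly all actives have a fitted effect of over 50% in size; many of its hits are not listed in these tables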
L3MBTL1 inh – L3MBTL1 (human) inhibition. AlphaScreen L3MBTL1–H3K9me1 peptide binding. actives 0.66% (n = 230,000). Potency, µM (titrated, usually from 57.1 µM), inactives show top-dose activity, negative = inhibition, usual class: inhibitors. Q9Y468; note: % is set by controls: 0 for no effect and ±100 for the full control effect; nearly all actives have a fitted effect of over 60% in size
Target sequence (Q9Y468 whole entry, looked up): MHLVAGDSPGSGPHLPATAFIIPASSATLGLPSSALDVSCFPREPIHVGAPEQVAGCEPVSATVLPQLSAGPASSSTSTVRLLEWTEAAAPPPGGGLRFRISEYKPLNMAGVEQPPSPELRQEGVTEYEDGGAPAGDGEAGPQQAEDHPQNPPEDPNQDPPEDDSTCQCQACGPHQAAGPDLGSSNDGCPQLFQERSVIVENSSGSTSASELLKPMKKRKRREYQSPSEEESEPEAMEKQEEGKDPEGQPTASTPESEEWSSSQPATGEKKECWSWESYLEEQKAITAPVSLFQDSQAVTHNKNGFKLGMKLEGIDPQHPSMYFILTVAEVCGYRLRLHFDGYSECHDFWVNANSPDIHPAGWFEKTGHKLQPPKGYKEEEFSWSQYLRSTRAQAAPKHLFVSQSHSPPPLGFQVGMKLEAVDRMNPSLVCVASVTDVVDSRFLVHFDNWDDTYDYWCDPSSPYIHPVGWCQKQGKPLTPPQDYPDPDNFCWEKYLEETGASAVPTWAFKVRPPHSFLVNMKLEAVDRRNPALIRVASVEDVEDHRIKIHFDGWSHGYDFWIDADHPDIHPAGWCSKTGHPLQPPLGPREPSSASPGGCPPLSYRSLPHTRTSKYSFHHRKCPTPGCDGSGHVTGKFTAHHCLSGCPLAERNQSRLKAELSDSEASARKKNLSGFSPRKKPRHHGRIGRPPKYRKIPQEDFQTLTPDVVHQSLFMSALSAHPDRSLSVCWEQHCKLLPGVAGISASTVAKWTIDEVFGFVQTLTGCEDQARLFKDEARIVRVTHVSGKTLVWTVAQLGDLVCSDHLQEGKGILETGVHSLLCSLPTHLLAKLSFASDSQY
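AlphaScreen assay: L3MBTL1 (50 nM final) was preincubated 30 min at room temperature with biotinylated H3(1-15)K9me1 peptide (75 nM final), then 30 min with library compounds; streptavidin donor and nickel chelate acceptor beads (10 ug/mL final) added, 30 min dark.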
KinaseGlo FLuc – Kinase-Glo luciferase inhibition (counter-screen) | Q27757 | Kinase-Glo luciferase, ATP luminescence, 8 min | Potency, µM (top dose mostly 38.3 µM), without a hit: top-dose activity change, negative = inhibition, actives largely listed as inhibitors | actives 0.28% (n = 200,000) | AID 1379; note: % is set by controls: 0 for no effect and ±100 for the full control effect; nearly all actives have a fitted effect of over 60% in size
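Substrate mix (final 50 mM imidazole pH 7.2, 50 mM KCl, 7 mM MgCl2, 10 uM ATP, 0.01% Tween 20, 0.05% BSA) plus pin-tool compound, then Kinase-Glo detection mix; 8 min ambient, luminescence read.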
ALDH1A1 block – inhibitors of human aldehyde dehydrogenase 1A1 | P00352 | Purified ALDH1A1, NADH fluorescence, propionaldehyde substrate | Potency, µM (highest dose often 75.3 µM), for the others: at the highest dose activity, negative = inhibition, usual class: inhibitors | actives 7.3% (n = 220,000); active = well fitted inhibition curve with a large enough effect, not every such curve was filed as active; inconclusive = small, poorly fitted or top-dose-only effect, or another doubt; inactive = no such curve, though single readings can be large or run the other way;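 note: plate controls were no enzyme wells and a reference inhibitor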
* hit, by the source's call; [ ] = remark or other dose. Unless noted, calls come from the whole dose curve; as a rule, active = well fitted curve in the direction sought with a large enough effect; inconclusive = small, poorly fitted or top-dose-only effect, or another doubt; inactive = no such curve, though single readings can be large; an effect the other way counts as inactive or inconclusive. Potency is the fitted concentration of half-maximal effect. This is a subset (hit frequency here may not be typical).

Screening COc1ccc2c(c1)C(C)=CC(C)(C)N2C(=O)Nc1ccccc1 returned Lamin A splicing 1%, SMN2 splice up -4%, Tau ThT inhib 28µM*, RECQ1 helicase -6%, KDM4E inh inconclusive, L3MBTL1 inh inconclusive, KinaseGlo FLuc 0% and ALDH1A1 block inconclusive.
`O=C(Nc1cccc(F)c1)NC1(C(=O)N2CCN3CCCC3C2)CCCCC1` (stereo not given) gave Lamin A splicing -3%, SMN2 splice up -5%, Tau ThT inhib -3%, RECQ1 helicase -6%, KDM4E inh 7%, L3MBTL1 inh -3%, KinaseGlo FLuc 0% and ALDH1A1 block 6%.
NC(=O)COc1cccc2cccnc12 was read as Lamin A splicing -2%, SMN2 splice up -1%, Tau ThT inhib -6%, RECQ1 helicase -10%, KDM4E inh -13%, KinaseGlo FLuc -2% and ALDH1A1 block -2%.
For O=C(N=Nc1c(O)[nH]c2ccccc12)c1cccc(S(=O)(=O)N2CCCCC2)c1 the results were Lamin A splicing -9%, Tau ThT inhib 14%, RECQ1 helicase 4%, KDM4E inh -3%, L3MBTL1 inh -1%, KinaseGlo FLuc 12% and ALDH1A1 block 5%.
`O=C(Oc1ccc(-c2nnco2)cc1)N1CCCCC1` gave Lamin A splicing -2%, Tau ThT inhib -9%, RECQ1 helicase 2%, KDM4E inh 6%, KinaseGlo FLuc 3% and ALDH1A1 block -2%.
For Cc1ccccc1OCCSCc1nc2ccccc2[nH]1 the results were Lamin A splicing inconclusive, SMN2 splice up 0%, Tau ThT inhib -9%, RECQ1 helicase -11%, KDM4E inh 5%, L3MBTL1 inh 1%, KinaseGlo FLuc 0% and ALDH1A1 block 5%.
For COc1ccc(C2/C(=C(/O)c3ccccc3)C(=O)C(=O)N2CO)cc1 (stereo not given) the results were Lamin A splicing 9%, SMN2 splice up 9%, Tau ThT inhib inconclusive, RECQ1 helicase -2%, KDM4E inh -6%, L3MBTL1 inh -1%, KinaseGlo FLuc -2% and ALDH1A1 block inconclusive.
`CC(C)(C)OC(=O)N/N=C/c1ccc(C(=O)O)cc1` gave Lamin A splicing -2%, SMN2 splice up 10%, Tau ThT inhib 4%, RECQ1 helicase -6%, KDM4E inh -11%, L3MBTL1 inh 5%, KinaseGlo FLuc 3% and ALDH1A1 block 2%.
`C=CCn1c(C)cc(C(=O)Cn2nc(C(=O)O)c3ccccc3c2=O)c1C` gave Lamin A splicing -2%[46 µM], SMN2 splice up 11µM*, Tau ThT inhib -16%, RECQ1 helicase -7%, KDM4E inh inconclusive, L3MBTL1 inh 4%, KinaseGlo FLuc -2% and ALDH1A1 block -8%.
`CCCn1cc(NC(=O)c2cc(-c3ccccc3)on2)cn1` gave Lamin A splicing -20%, SMN2 splice up 23%, Tau ThT inhib inconclusive, RECQ1 helicase -3%, KDM4E inh -6%, KinaseGlo FLuc -1% and ALDH1A1 block inconclusive.
For CCC1CCCCN1C(=O)CSc1nnc(-c2c[nH]c3ccccc23)o1 (stereo not given) the results were Lamin A splicing -4%, SMN2 splice up -22%, Tau ThT inhib -13%, RECQ1 helicase -6%, KDM4E inh 0%, L3MBTL1 inh -10%, KinaseGlo FLuc 6% and ALDH1A1 block 13µM*.
For Cc1nn2cc(-c3ccc(Cl)cc3)cnc2c1Cl the results were Lamin A splicing 6%[46 µM], SMN2 splice up 5.6µM*, Tau ThT inhib inconclusive, RECQ1 helicase -15%, KDM4E inh 1%, L3MBTL1 inh 8%, KinaseGlo FLuc -12% and ALDH1A1 block -9%.
Screening CCC(C)c1ccccc1NC(=O)COC(=O)c1ccc(N2CCCC2)c([N+](=O)[O-])c1 (stereo not given) returned Lamin A splicing 2%, SMN2 splice up -2%, Tau ThT inhib inconclusive, RECQ1 helicase -9%, KDM4E inh 1%, L3MBTL1 inh -8%, KinaseGlo FLuc 0% and ALDH1A1 block 13µM*.
`CCCCC(=O)Nc1nc2ccc(C(=O)OC)cc2s1` gave Lamin A splicing 7%[9.22 µM], SMN2 splice up inconclusive, Tau ThT inhib -12%, RECQ1 helicase -5%, KDM4E inh -10%, KinaseGlo FLuc -2% and ALDH1A1 block -2%.
For C/C(=N\OC(=O)c1ccc(OC(C)C)cc1)c1ccc(C)c(C)c1 the results were Lamin A splicing 11%, SMN2 splice up -24%, Tau ThT inhib inconclusive, RECQ1 helicase inactive, KDM4E inh 8%, KinaseGlo FLuc -3% and ALDH1A1 block -9%.
O=S(=O)(c1cc(Cl)ccc1Cl)N1CCNCC1 was read as Lamin A splicing 4%, SMN2 splice up 1%, Tau ThT inhib -7%, RECQ1 helicase inactive, KDM4E inh -1%, KinaseGlo FLuc -1% and ALDH1A1 block 4%.
`CCOc1cc(C)c(Cl)cc1S(=O)(=O)NCc1ccco1` gave Lamin A splicing 9%, SMN2 splice up 8%, Tau ThT inhib 13%, RECQ1 helicase -19%, KDM4E inh -2%, KinaseGlo FLuc 3% and ALDH1A1 block 0%.
COCc1cc(C)nc(OCC(=O)N/N=C/c2ccco2)c1C#N was read as Lamin A splicing -1%, SMN2 splice up -7%, Tau ThT inhib 1%, RECQ1 helicase 1%, KDM4E inh inconclusive, L3MBTL1 inh 1%, KinaseGlo FLuc -6% and ALDH1A1 block inconclusive.
`CCOC(=O)C1=C(SCC(=O)Nc2ccccc2)NC(=O)C(C#N)C12CCCCC2` (stereo not given) gave Lamin A splicing 14%, SMN2 splice up 18%, Tau ThT inhib -7%, RECQ1 helicase inactive, KDM4E inh -6%, L3MBTL1 inh 4%, KinaseGlo FLuc -5% and ALDH1A1 block 13µM*.
`C/C(=N\NC(=O)c1ccc2c(c1)OCO2)c1ccc(O)cc1` gave Tau ThT inhib inconclusive, RECQ1 helicase 0%, KDM4E inh -2% and L3MBTL1 inh 3%.

Compounds from the list above with an aryl methoxy group, in the order listed:
Screening COc1ccc2c(c1)C(C)=CC(C)(C)N2C(=O)Nc1ccccc1 returned Lamin A splicing 1%, SMN2 splice up -4%, Tau ThT inhib 28µM*, RECQ1 helicase -6%, KDM4E inh inconclusive, L3MBTL1 inh inconclusive, KinaseGlo FLuc 0% and ALDH1A1 block inconclusive.
For COc1ccc(C2/C(=C(/O)c3ccccc3)C(=O)C(=O)N2CO)cc1 (stereo not given) the results were Lamin A splicing 9%, SMN2 splice up 9%, Tau ThT inhib inconclusive, RECQ1 helicase -2%, KDM4E inh -6%, L3MBTL1 inh -1%, KinaseGlo FLuc -2% and ALDH1A1 block inconclusive.

Further results:
For O=C(Nc1ccccc1N1CCCC1)c1ccc2c(c1)OCO2 the results were Lamin A splicing -10%, SMN2 splice up -13%, Tau ThT inhib -12%, RECQ1 helicase 4%, KDM4E inh -24%, L3MBTL1 inh -14%, KinaseGlo FLuc -4% and ALDH1A1 block -12%.
O=C(OCC(=O)N1CCN(C(=O)c2ccco2)CC1)c1ccc(S(=O)(=O)N2CCCCC2)cc1 was read as Lamin A splicing 10%, SMN2 splice up -7%, Tau ThT inhib 9%, RECQ1 helicase -9%, KDM4E inh 0%, L3MBTL1 inh 3%, KinaseGlo FLuc -3% and ALDH1A1 block inconclusive.
Screening COC(=O)CCc1sc(Nc2ccc(Br)cc2)nc1-c1ccc(OC)cc1 returned Lamin A splicing inconclusive, SMN2 splice up 10%, Tau ThT inhib inconclusive, RECQ1 helicase -11%, KDM4E inh -4%, L3MBTL1 inh -15%, KinaseGlo FLuc 0% and ALDH1A1 block inconclusive.
For O=C(CSCCc1ccccn1)Nc1cccnc1 the results were Lamin A splicing inconclusive, SMN2 splice up 3%, Tau ThT inhib -2%, RECQ1 helicase inactive, KDM4E inh 0%, L3MBTL1 inh -2%, KinaseGlo FLuc -1% and ALDH1A1 block inconclusive.
CC(=O)Oc1ccc(-c2cccc(C(=O)NCCCO)c2)cc1 was read as Lamin A splicing -19%, SMN2 splice up 11%, Tau ThT inhib 0%, RECQ1 helicase -6%, KDM4E inh 1%, L3MBTL1 inh 6%, KinaseGlo FLuc -3% and ALDH1A1 block 1%.
`CC1(C)Oc2ccc(C(=O)NC3CCCC3)cc2N(CC(=O)N2CCOCC2)C1=O` gave Lamin A splicing 2%, SMN2 splice up -8%, Tau ThT inhib -11%, RECQ1 helicase 0%, KDM4E inh 5%, L3MBTL1 inh -1%, KinaseGlo FLuc -1% and ALDH1A1 block inconclusive.
Screening CCc1c(C)sc2nc3c(C(=O)N4CCOCC4)cc(C(=O)c4ccccc4O)cn3c(=O)c12 returned Lamin A splicing -12%[46 µM], SMN2 splice up -15%, Tau ThT inhib -15%, RECQ1 helicase inactive, KDM4E inh 7%, L3MBTL1 inh -17%, KinaseGlo FLuc -1% and ALDH1A1 block -16%.
`CCN1C(=O)/C(=C2\SC(=S)N(NC(=O)c3ccccc3O)C2=O)c2ccccc21` gave Tau ThT inhib 20µM*, RECQ1 helicase -6%, KDM4E inh 25µM* and L3MBTL1 inh inconclusive.
For CCOC(=O)N1CCC(NC(=O)C2CCCN(Cc3nc(-c4cccc(Cl)c4)oc3C)C2)CC1 (stereo not given) the results were Lamin A splicing inconclusive, SMN2 splice up -64%[inhibitor], Tau ThT inhib -11%, RECQ1 helicase -6%, KDM4E inh 4%, KinaseGlo FLuc 0% and ALDH1A1 block -13%.
For O=C1CCCC(O)=C1C=Nc1cccc(C(F)(F)F)c1 the results were Lamin A splicing -7%[46 µM], SMN2 splice up 12%, Tau ThT inhib -6%, RECQ1 helicase -2%, KDM4E inh 7%, L3MBTL1 inh 4%, KinaseGlo FLuc -2% and ALDH1A1 block -2%.
